High-throughput results deposited in PubChem by National Center for Advancing Translational Sciences (NCATS).
mIDH1 inhibitor – qHTS for Inhibitors of mutant isocitrate dehydrogenase 1 (IDH1): qHTS; Isocitrate dehydrogenase [NADP] cytoplasmic (Homo sapiens), O75874; IDH1-R132H enzyme, NADPH consumption, diaphorase/resazurin fluorescence; Potency, µM (top dose mostly 76.6 µM), inactives show top-dose activity change, negative = inhibition, actives largely listed as inhibitors; 390,000 compounds, 0.093% hits; further: potency means the concentration at half of the fitted maximal effect; on the % scale 0 is the no-effect control and ±100 the full control effect; nearly all actives have a fitted effect of over 65% in size
Target sequence (O75874 whole entry R132H, stated change not applied): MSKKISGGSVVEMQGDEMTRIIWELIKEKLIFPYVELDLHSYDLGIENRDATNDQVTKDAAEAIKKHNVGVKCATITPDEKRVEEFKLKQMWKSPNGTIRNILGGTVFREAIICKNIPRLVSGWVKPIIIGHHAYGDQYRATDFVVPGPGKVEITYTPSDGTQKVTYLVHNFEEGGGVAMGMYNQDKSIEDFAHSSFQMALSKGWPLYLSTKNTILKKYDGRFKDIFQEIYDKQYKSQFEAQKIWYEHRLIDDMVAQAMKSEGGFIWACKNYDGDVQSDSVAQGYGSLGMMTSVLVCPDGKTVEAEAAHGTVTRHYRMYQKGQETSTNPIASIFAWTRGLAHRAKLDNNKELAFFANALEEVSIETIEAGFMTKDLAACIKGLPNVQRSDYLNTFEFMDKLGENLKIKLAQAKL
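IDH1-R132H (0.5 ug/mL dispensed) in pH 7.5 Tris buffer was preincubated 30 min with compound, then given a substrate mix of 0.016 mM NADPH and 2 mM alpha-KG for 80 min at room temperature; remaining NADPH was read by diaphorase/resazurin fluorescence.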
TrxR1 substrate – qHTS Assay for Substrates of Mammalian Selenoprotein Thioredoxin Reductase 1 (TrxR1): qHTS; Potency, µM (doses to about 114 µM), without a hit: at the highest dose activity change, negative = substrate turnover; 390,000 compounds, 0.01% hits; purified TrxR1 substrate turnover, NADPH consumption readout; Thioredoxin reductase 1, cytoplasmic (Rattus norvegicus), O89049; AID 588456, 2011; further: potency means the concentration at half of the fitted maximal effect; on the % scale 0 is the no-effect control and ±100 the full control effect; nearly all actives have a fitted effect of over 50% in size
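Rat TrxR1, dispensed at 90 nM, was prereduced with 400 uM NADPH (final) for 5 min at ~22 deg C, then incubated with compound 15 min before 400 uM selenite. A first-read NADPH fluorescence drop versus no-compound background flagged substrates.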
rTrxR1 inhibitor – qHTS Assay for Inhibitors of Mammalian Selenoprotein Thioredoxin Reductase 1 (TrxR1): qHTS. Thioredoxin reductase 1, cytoplasmic (Rattus norvegicus), O89049. recombinant rTrxR1, NADPH fluorescence consumption, selenite substrate. Potency, µM (series often up to 114 µM), for the others: at the highest dose activity change, negative = inhibition, most hits filed as inhibitors. 390,000 compounds, 1% hits. AID 588453, 2011; further: potency means the concentration at half of the fitted maximal effect; on the % scale 0 is the no-effect control and ±100 the full control effect; nearly all actives have a fitted effect of over 65% in size
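Rat TrxR1 (90 nM in the dispensed reagent) was pre-reduced with 400 uM NADPH for 5 min at room temperature, then incubated with compound for 15 min. After 400 uM selenite was added, NADPH fluorescence (Ex 340/Em 450 nm) was followed for 8 min.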
TRHR agonist – qHTS for Small Molecule Agonists and Allosteric Enhancers of Human TRH Receptor: Primary Screen for Agonists; Thyrotropin-releasing hormone receptor (Homo sapiens), P34981; TRHR cells, calcium flux fluo-8, FDSS agonist mode; activation, % at 2 µM; 360,000 compounds, 0.18% hits; in the data active means activation above about 30%; further: 0% is about no effect
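Read-out: compound-evoked intracellular calcium rise in TRHR cells, fluo-8 dye, kinetic FDSS fluorescence at 1 s/cycle following a 10-cycle baseline. Cells cultured overnight before dye loading (30 min–1.5 h, RT).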
D2 antagonist – HTS Assay for Allosteric Antagonists of the Human D2 Dopamine Receptor: Primary Screen for Antagonists; D(2) dopamine receptor (Homo sapiens), P14416; 340,000 compounds, 2% hits; inhibition, % at 10 µM; HEK293 TREx D2 cells, calcium flux, dopamine EC80; AID 485344, 2010; in the data active means inhibition above about 30%; further: 0% is about no effect
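Cells plated overnight at 30 C with tetracycline; no-wash calcium dye, 30–90 min RT; 10 s baseline; compound pinned; 180 s read; EC80 dopamine added; another 180 s read.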
USP1 inh – Inhibitors of USP1/UAF1: Primary Screen; recombinant USP1/UAF1, Ub-Rhodamine cleavage fluorescence; Potency, µM (highest dose often 57.1 µM), for the others: at the highest dose activity change, negative = inhibition, actives largely listed as inhibitors; 390,000 compounds, 0.23% hits; further: potency means the concentration at half of the fitted maximal effect; on the % scale 0 is the no-effect control and ±100 the full control effect; nearly all actives have a fitted effect of over 60% in size; inactives centre near -12
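1 nM enzyme complex + cpd, 15 min RT; start with Ub-Rho 150nM final; kinetic fluorescence ex 480/em 540, 6 reads q60 s. Buffer 50mM HEPES pH 7.8, 0.5mM EDTA, 0.1 mg/ml BSA, 1mM TCEP, 0.01% Tween-20.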
TRHR enhancer – qHTS for Small Molecule Agonists and Allosteric Enhancers of Human TRH Receptor: Primary Screen for Enhancers. Thyrotropin-releasing hormone receptor (Homo sapiens), P34981. TRHR cells, fluo-8 calcium fluorescence, EC20 TRH enhancement. enhancement, % at 2 µM. 360,000 compounds, 0.66% hits. AID 493056, 2011; in the data active means enhancement above about 30%; further: 0% is about no effect
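TRHR-expressing cells loaded with fluo-8 calcium dye were read kinetically (ex 480/em 530) during compound addition, then stimulated with an EC20 of TRH (10 nM final). Enhancement of the Gq-mediated intracellular calcium response was scored.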
D2 ag – HTS Assay for Allosteric Agonists of the Human D2 Dopamine Receptor: Primary Screen for Agonists; 340,000 compounds, 0.53% hits; D(2) dopamine receptor (Homo sapiens), P14416; activation, % at 2 µM; HEK293 T-REx D2 cells, calcium flux agonist mode;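 active means activation over 3 SD above normal in the single-dose calcium agonist read, cut at about 30% in these data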; further: 0% is about no effect
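Agonism is scored from calcium flux in a force-coupled, inducible HEK293 cell line expressing D2, read kinetically for 180 s after compound addition against dopamine controls.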
PI4K2A block – qHTS for small molecular inhibitors of PI4K2A; 420,000 compounds, 0.13% hits; purified PI4K2A, ADP-Glo luminescence, 1 h; stronger effect = lower value; Phosphatidylinositol 4-kinase type 2-alpha (Homo sapiens), Q9BTU6; activity change, negative = inhibition, % at 76.9 µM; AID 1346378, 2018; in the data active means activity change below about -50%; inconclusive means mostly about -30% to -49%;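 further: -100% = wells without enzyme as full effect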
Target sequence (Q9BTU6 whole entry, looked up): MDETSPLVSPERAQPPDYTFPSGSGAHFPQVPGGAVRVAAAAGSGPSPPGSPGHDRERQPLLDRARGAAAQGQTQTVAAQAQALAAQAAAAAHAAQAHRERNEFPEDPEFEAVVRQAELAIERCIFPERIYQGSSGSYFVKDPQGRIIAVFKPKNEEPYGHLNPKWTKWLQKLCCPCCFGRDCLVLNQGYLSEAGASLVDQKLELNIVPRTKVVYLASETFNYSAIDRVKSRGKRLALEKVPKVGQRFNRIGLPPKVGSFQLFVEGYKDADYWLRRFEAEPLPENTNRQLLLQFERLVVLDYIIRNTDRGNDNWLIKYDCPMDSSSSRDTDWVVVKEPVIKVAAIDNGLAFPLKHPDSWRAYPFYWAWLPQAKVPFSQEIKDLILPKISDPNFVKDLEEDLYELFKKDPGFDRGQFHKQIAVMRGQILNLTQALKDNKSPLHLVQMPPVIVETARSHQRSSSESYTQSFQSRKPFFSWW
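ADP-Glo luminescence measured ADP generated by PI4K2A enzyme (4 ug/mL before mixing) with 1.2 mM PI substrate (pre-mix) and 300 microM ATP (pre-mix). Tris pH7.5 buffer with MgCl2, Triton X-100; 1 h reaction at ambient temperature.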
* marks the source's active call; other numbers are inactive results; ? = inconclusive; . = no result given; & = joins results of further samples; [ ] = remark or other dose. Unless noted, the call rests on the fitted dose curve; in most records, active means well fitted inhibition curve with a large enough effect; inconclusive means small, poorly fitted or top-dose-only effect; inactive means no such curve, though single readings can be large or run the other way.

Compound	rTrxR1 inhibitor	TRHR agonist	TrxR1 substrate	D2 antagonist	PI4K2A block	D2 ag	USP1 inh	TRHR enhancer	mIDH1 inhibitor
Cc1noc(C)c1COc1ccccc1C(=O)NC1CCC(C)CC1 (centres undefined)	21.6%	1.1	-4.4%	6.8	-3.0	1.1	-6.9%	11.5	-0.7%
COc1ccc(NC(=O)c2nn(C)c3c2CS(=O)(=O)c2ccccc2-3)cc1Cl	7.4%	-0.3	-0.1%	.	0.6	1.2	-18.2%	13.9	-14.1%
CN1CCN(C(=O)c2cccn(Cc3cccc(Cl)c3)c2=O)CC1	22.0%	2.5	3.5%	-2.4	-3.0	-1.1	-22.9%	0.9	6.1%
O=C(Nc1cccn(Cc2c(Cl)cccc2Cl)c1=O)c1ccc(Cl)cc1	11.7%[57.1 µM]	.	5.2%[57.1 µM]	.	2.3	.	-21.3%	.	1.7%
CC(C)(C)Sc1ccccc1S(=O)(=O)C(C)(C)C	36.5%	0.4	2.1%	-0.6	0.5	0.5	-16.3%	-2.4	1.8%
Cc1c(OCC(=O)OC(C)C)ccc2c3c(c(=O)oc12)CCC3	8.7%	-1.2	17.5%	-9.2	1.8	-0.5	-8.9%	1.9	11.2%
Cc1nn(CC(=O)NC2CCC(C)CC2)c(=O)c2c1sc1ccccc12 (centres undefined)	17.7%	-0.6	14.0%	.	-0.8	-1.2	-3.1%	0.9	-23.0%
CCNC(=S)NNC(=O)Nc1ccccc1	0.3%[57.1 µM]	0.0	-3.0%[57.1 µM]	-2.1	12.8	-0.2	-3.2%	-1.2	0.5%
Cc1ccc(OCc2cc(C(=O)NC(C)Cc3cccnc3)no2)cc1C (centres undefined)	10.6%	0.1	-3.9%	0.8	7.8	-1.2	-26.1%	-3.1	5.9%
Cc1cccc(C)c1NC1=C(Cl)C(=O)OC1OC(C)C (centres undefined)	-15.4%[57.1 µM]	0.1	2.0%[57.1 µM]	-11.1	-4.7	-1.2	-9.0%	0.7	10.9%
COc1ccc(N(Cc2cc(=O)[nH]c3ccccc23)C(=O)CCl)cc1	6.31µM*	0.2	6.7%	11.0	13.0	1.5	-32.1%	10.9	-5.2%
CC(C)Oc1ccc(CNC(=O)CN2C(=O)CCc3cc(S(=O)(=O)N4CCCCC4)ccc32)cc1	-5.0%[57.1 µM]	-0.2	-6.3%[57.1 µM]	.	1.5	3.0	-9.5%	-22.7	-25.1%
COc1ccc(-c2nnn(CC(=O)NCCc3ccc(OC)c(OC)c3)n2)cc1	7.2%	-0.5	0.7%	0.8	1.8	-0.7	-22.7%	3.3	0.0%
COC(=O)c1ccc(/C(O)=C(\C#N)c2nc3ccccc3s2)cc1	-5.0%	0.7	-8.4%	9.3	8.8	0.4	-9.4%	-2.1	18.4%
NC(=O)N/N=C/c1ccc(-c2ccc(S(=O)(=O)Nc3ncccn3)cc2)o1	-29.9%	0.0	0.6%	1.3	1.2	-0.6	-11.0%	-4.3	-7.2%
COc1cccc(NC(=O)C(Cc2ccccc2)NS(=O)(=O)c2ccc3c(c2)oc(=O)n3C)c1 (centres undefined)	10.0%	0.5	2.5%	.	2.5	0.6	-25.9%	0.5	29.2%
Cc1cccc(N2C(=O)CS/C2=N\NC(=O)c2cccnc2)c1C	26.7%[57.1 µM]	0.5	4.9%[57.1 µM]	0.9	-2.9	1.0	1.6%	-3.4	10.8%
CN(C(=O)c1cc2ccccc2oc1=O)C1(C)CCS(=O)(=O)C1 (centres undefined)	22.2%	-0.2	4.3%	6.3	3.5	5.7	-21.5%	0.7	-8.7%
COc1ccc(N=c2oc3c(OC)cccc3cc2C(=O)NCc2ccco2)c(OC)c1	9.7%	-0.5	4.8%	-12.6	-3.8	0.8	-22.2%	-1.8	-2.0%
CCOC(=O)C1(Cc2cccc(OC)c2)CCN(Cc2cccc(OC)c2OC)CC1	24.7%[57.1 µM]	0.7	3.0%[57.1 µM]	1.7	-3.2	0.7	-10.4%	2.9	6.5%
CCN(CC(=O)NCCc1ccccc1)S(=O)(=O)c1ccc(C)cc1	9.0%	-0.6	5.8%	-6.8	-0.5	0.0	-13.1%	-2.0	2.7%
COc1ccc(N2CCN(C(c3cc(OC)ccc3OC)c3nnnn3Cc3ccco3)CC2)cc1 (centres undefined)	-3.4%	-0.5	-5.4%	-2.2	-6.8	-0.7	-10.3%	38.6*	9.7%
Cc1ccc(C(CNC(=O)Nc2ccc(Cl)cc2)N2CCN(C)CC2)cc1 (centres undefined)	2.5%	0.7	-28.0%	-15.1	1.8	0.4	-2.9%	-2.5	-9.6%
CC(=O)NC1C(=O)N=C(SCC(=O)Nc2sc3c(c2C#N)CCCCCC3)NC1=O (centres undefined)	-6.8%	0.1	-12.1%	-10.2	-1.3	0.1	-11.1%	-8.9	-21.3%
CC(C)CC(=O)Nc1cc(C(F)(F)F)ccc1N1CCOCC1	5.1%[57.1 µM]	-0.3	0.0%[57.1 µM]	12.4	-0.8	-1.2	-6.7%	-3.5	5.2%

Printed as active in rTrxR1 inhibitor, of those listed so far:
structure	rTrxR1 inhibitor	TRHR agonist	TrxR1 substrate	D2 antagonist	PI4K2A block	USP1 inh	TRHR enhancer	mIDH1 inhibitor
COc1ccc(N(Cc2cc(=O)[nH]c3ccccc23)C(=O)CCl)cc1	6.31µM*	0.2	6.7%	11.0	13.0	-32.1%	10.9	-5.2%

More compounds
Compound	rTrxR1 inhibitor	TRHR agonist	TrxR1 substrate	D2 antagonist	PI4K2A block	D2 ag	USP1 inh	TRHR enhancer	mIDH1 inhibitor
Cc1cc2c(o1)CC(C)(C)CC2=O	15.2%	-0.3	5.9%	-6.5	1.0	0.9	-10.4%	-0.1	-2.0%
COCc1ccc(C(=O)N(C)CC2CCCN(CCc3ccccc3F)C2)o1 (centres undefined)	6.3%	-0.1	4.0%	-3.1	4.4	0.5	-22.6%	-2.9	0.8%
CCOC(=O)c1sc(-c2cccs2)nc1C	6.0%[57.1 µM]	-0.8	13.6%[57.1 µM]	-15.7	1.1	-0.5	0.7%	-7.7	3.6%
CC1(c2ccc([N+](=O)[O-])cc2)NC(=O)N(CC(=O)c2ccc3c(c2)OCO3)C1=O (centres undefined)	15.1%	6.2	3.7%	-8.5	2.8	-0.5	-19.3%	-1.0	7.0%
Cc1ccc(C)n1-c1cccc(N)c1	.	0.2	.	12.4	.	0.2	.	18.6	.
Cc1ccc(C)c(NC(=O)CN(C)C(=O)c2cccc(N3C(=O)CCC3=O)c2)c1	-1.1%[57.1 µM]	-0.4	-4.2%[57.1 µM]	.	1.0	.	-11.1%	-0.8	-5.0%
CCCCCOC(=O)CSc1ncnc2sc3c(c12)CCC(C)C3 (centres undefined)	7.5%	0.7	1.1%	.	2.7	0.4	-29.6%	-0.2	12.2%
Cc1nn(C)c(C(=O)Nc2c(C)nn(Cc3c(F)c(F)c(F)c(F)c3F)c2C)c1Br	4.4%	-0.3	3.4%	-4.9	-3.1	1.0	-18.6%	-1.3	0.0%
Cn1c(C(=O)NCc2cccc(Cl)c2)cc2oc3ccccc3c21	95.1%[activator]	0.2	72.8%[activator]	.	-3.6	0.2	-22.7%	3.3	-11.4%
CC(C(=O)NCCSCc1cccc(Cl)c1)N(c1ccccc1)S(C)(=O)=O (centres undefined)	2.4%[57.1 µM]	-0.4&-1.0	6.8%[57.1 µM]	2.9	3.8&-1.7	0.5&-2.3	-1.5%&-11.3%	-0.7&9.5	2.7%&0.8%
CC(C)(C)c1ccc(OCc2cc(=O)n3c4c(sc3n2)CCCC4)cc1	15.6%	1.3	3.8%	.	3.0	2.6	?	-3.4	1.0%
C=CCNC(=O)NC(=O)COC(=O)c1cccnc1SC	-4.2%	-0.4	-8.5%	-15.6	1.6	-0.6	5.3%	2.8	0.7%
O=C(Nc1cc(Br)ccc1O)C1CC(c2ccccc2Cl)=NO1 (centres undefined)	10.2%	1.2	0.0%	-11.8	0.6	-0.4	-21.9%	-0.9	-0.3%
CCOC(=O)N1CCC(NC(=O)Cc2ccccc2)CC1	?	0.1	-0.2%	-1.4	4.0	0.1	-9.2%	24.9	-0.2%
CN(C)S(=O)(=O)c1cccc(NC(=S)N/N=C/c2ccco2)c1	-34.1%	1.3	-14.6%	-14.5	0.4	-1.3	-4.0%	2.5	-3.1%
COc1ccc(NC(=O)Cn2c(=O)n(-c3ccc(CC(=O)NCC4CCCO4)cc3)c(=O)c3ccccc32)c(OC)c1 (centres undefined)	12.8%	0.3	3.6%	.	0.3	0.1	-23.9%	9.8	0.6%
C[C@]12c3[nH]c4ccc(Cl)cc4c3CCN1C(=O)[C@@H](CC(=O)NCCN1CCOCC1)C[C@@H]2C(=O)N1CCCCC1	11.1%	.	2.2%	.	2.9	.	?	.	0.6%
